# Assay outcomes as filed in PubChem BioAssay.
# KDM5B inhibitor = inhibitors of human KDM5B histone demethylase; 220,000 tested, 2.6% active; AID 1347165; Q9UGL1; KDM5B demethylase, FDH-coupled NADH fluorescence (FDH is formaldehyde dehydrogenase); Potency, µM (highest dose often 57.7 µM), for inactives: top-dose activity change, negative = inhibition, usual class: inhibitors; active = well fitted inhibition curve with a large enough effect; inconclusive = small, poorly fitted or top-dose-only effect; inactive = no such curve, though single readings can be large or run the other way; also: 0% is about no effect; nearly all actives have a fitted effect of over 70% in size
# Target sequence (Q9UGL1 whole entry, looked up): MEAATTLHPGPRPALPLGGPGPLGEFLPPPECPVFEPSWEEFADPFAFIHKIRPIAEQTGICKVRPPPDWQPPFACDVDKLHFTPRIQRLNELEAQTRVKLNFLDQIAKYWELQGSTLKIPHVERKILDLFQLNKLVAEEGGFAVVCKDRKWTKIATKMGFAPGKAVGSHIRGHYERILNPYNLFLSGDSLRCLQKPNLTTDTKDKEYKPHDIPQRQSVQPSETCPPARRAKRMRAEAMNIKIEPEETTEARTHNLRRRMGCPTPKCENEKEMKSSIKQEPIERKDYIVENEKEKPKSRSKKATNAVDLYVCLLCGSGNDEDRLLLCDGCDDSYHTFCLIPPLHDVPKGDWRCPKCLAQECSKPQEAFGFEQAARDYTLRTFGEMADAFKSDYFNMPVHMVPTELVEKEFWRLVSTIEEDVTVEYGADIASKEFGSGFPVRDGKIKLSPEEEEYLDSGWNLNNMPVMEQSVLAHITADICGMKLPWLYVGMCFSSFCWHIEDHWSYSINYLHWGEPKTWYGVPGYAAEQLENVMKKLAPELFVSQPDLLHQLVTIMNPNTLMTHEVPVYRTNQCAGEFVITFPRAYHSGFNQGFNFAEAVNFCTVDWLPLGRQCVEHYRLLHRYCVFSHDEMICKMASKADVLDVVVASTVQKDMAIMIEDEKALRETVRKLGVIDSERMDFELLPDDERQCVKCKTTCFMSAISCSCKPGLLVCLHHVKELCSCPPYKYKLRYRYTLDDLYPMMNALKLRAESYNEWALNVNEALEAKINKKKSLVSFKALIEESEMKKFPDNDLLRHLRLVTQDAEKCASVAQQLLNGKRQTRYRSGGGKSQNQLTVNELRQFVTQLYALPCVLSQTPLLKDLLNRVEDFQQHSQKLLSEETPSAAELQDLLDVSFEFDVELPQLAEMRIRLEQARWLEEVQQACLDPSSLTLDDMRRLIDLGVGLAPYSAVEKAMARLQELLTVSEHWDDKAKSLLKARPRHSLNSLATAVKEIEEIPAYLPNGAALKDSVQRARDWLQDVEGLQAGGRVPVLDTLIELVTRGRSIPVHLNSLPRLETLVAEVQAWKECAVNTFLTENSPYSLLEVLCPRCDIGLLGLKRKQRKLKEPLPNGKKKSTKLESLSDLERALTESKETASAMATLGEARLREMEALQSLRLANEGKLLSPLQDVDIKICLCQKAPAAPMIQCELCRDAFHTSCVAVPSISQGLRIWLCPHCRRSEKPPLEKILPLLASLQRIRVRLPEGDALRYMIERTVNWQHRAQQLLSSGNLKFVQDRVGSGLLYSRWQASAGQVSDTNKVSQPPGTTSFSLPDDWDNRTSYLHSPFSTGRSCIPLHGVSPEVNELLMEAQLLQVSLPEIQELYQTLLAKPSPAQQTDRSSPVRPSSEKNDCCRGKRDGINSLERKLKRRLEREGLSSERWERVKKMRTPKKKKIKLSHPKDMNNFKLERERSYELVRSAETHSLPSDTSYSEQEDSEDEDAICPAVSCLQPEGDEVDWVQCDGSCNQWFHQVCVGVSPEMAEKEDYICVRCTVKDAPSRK
#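 Measured: NADH fluorescence change, 30 min, RT. System: KDM5BΔAP 200 nM final, H3K4me3 peptide, α-KG, Fe(II), ascorbate, NAD⁺ plus FDH, pH 7.5 HEPES. Compounds: titrated, 10 min pre-incubation with enzyme.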
# * hit, by the source's call; ? = inconclusive; [ ] = remark or other dose. Potency is read from the fitted curve at half-maximal effect. These rows are one share of the data, so the mix of outcomes need not match the whole.
mol,KDM5B inhibitor
COC(=O)[C@H]1CN(C(=O)NC(C)C)CCN1C(=O)c1cccnc1,18.0%[86.2 µM]
OC(COc1ccc(Nc2ccccc2)cc1)COc1ccc(Nc2ccccc2)cc1,?
CC1CCCCN1CCCNC(=O)Cn1ncc2c3ccccc3n(C)c2c1=O (centres undefined),?
O=C(Nc1ccc(Cl)cc1Cl)c1ccc2ccccc2n1,16.8%
COc1ccc(-c2ccc(NS(=O)(=O)c3ccccc3)cc2)nn1,-17.9%
Cc1oc2c(c1C(=O)Nc1ccc(OC(F)(F)F)cc1)C1=NCCN1C=N2,-11.3%
CCNC(=O)N1CCCC1c1noc(CCC(=O)NCC2CCCCC2)n1 (centres undefined),-9.9%
CSc1ncc(C(=O)NCc2ccccc2)c(N)n1,1.7%
COc1ccc(CCNC(=O)CCn2c(=O)c3ccccc3n(Cc3ccccc3)c2=O)cc1OC,-5.4%
O=C(COc1ccc2ccccc2c1Br)Nc1ccncc1,-9.4%
CCCN(c1ccc(C(C)C)cc1)S(=O)(=O)c1ccc2c(c1)oc(=O)n2CC(=O)OCC,7.9%
CCC(C)NC(=O)CSc1cc(C)c2cc(C)cc(C)c2n1 (centres undefined),4.7%
CCSc1nnc(NC(=O)CN2C(=O)NC3(CCCC3)C2=O)s1,5.4%
Cc1ccc(-c2n[nH]c(=O)c3ccccc23)cc1S(=O)(=O)N1CCC(C)CC1,8.9%
O=C(CN1CC2CC(C1)[C@H]1CCCC(=O)N1C2)NCc1ccc(F)cc1F (some centres undefined),-5.0%
Cn1cc(CC(=O)N2CCCc3ncc(C(=O)NCc4ccccc4)cc32)c2ccccc21,-29.1%[86.2 µM]
COc1cccc(-c2nc3c(C#N)c[nH]n3c2NC2CCCCC2)c1,-26.8%
COc1cccc(CN2CCc3nc(Nc4ccc5c(c4)OCCO5)ncc3C2)c1,?
Cn1c(-c2ccc(Cl)cc2)cc2ccccc21,?
COc1ccc2cc(CNC(=O)c3ccc4c(c3)NC(=O)CCS4)ccc2c1,-22.6%
CC1CCN(S(=O)(=O)c2cc(C(=O)Nc3ccc(Br)cc3F)n(C)c2)CC1,?
CN1CCC(N2CC[C@H](c3nc4ccc(C(F)(F)F)cc4[nH]3)C2)CC1,?
CCN1C(=O)CCN(C(=O)c2cccc(C#N)c2)CC12CCOCC2,12.8%
O=C(Nc1ccc2oc(-c3ccccc3)nc2c1)c1ccc(Cl)cc1,14.0%

# As entered above:
# Value for COc1cccc(-c2nc3c(C#N)c[nH]n3c2NC2CCCCC2)c1 under KDM5B inhibitor: -26.8%
# Value for COc1ccc(CCNC(=O)CCn2c(=O)c3ccccc3n(Cc3ccccc3)c2=O)cc1OC under KDM5B inhibitor: -5.4%
# Value for COC(=O)[C@H]1CN(C(=O)NC(C)C)CCN1C(=O)c1cccnc1 under KDM5B inhibitor: 18.0%[86.2 µM]

# More records:
mol,KDM5B inhibitor
Cc1cnc(CC2CCN(S(=O)(=O)Cc3ccccc3)C2)n1C(C)C (centres undefined),-28.2%
COCCNC(=O)CS(=O)Cc1nc(-c2ccc(Cl)cc2)oc1C (centres undefined),-24.0%
CCn1cnnc1CC1CCN(C(=O)C2CC2)CC1,11.1%
CCc1nn2c(N)c(/C=C3\C=Nc4ccccc43)c(=O)nc2s1,29.8%
Cc1ccccc1Cn1cnc(NC(=O)c2ccn(COc3ccc(F)cc3F)n2)n1,14.8%
CC(C)COC(=O)c1ccc(NC(=O)C2=C(c3ccccc3)S(=O)(=O)CCO2)cc1,0.8%
CN(Cc1ccccc1C(F)(F)F)C(=O)Cc1ccccn1,-2.3%[86.2 µM]
CCOc1ccccc1C(C(=O)NC1CCCC1)N(C(=O)c1csnn1)C1CC1 (centres undefined),27.2%
Cc1cc(C(=O)N2CCCC(C(=O)c3cccc4ccccc34)C2)nc(C)n1 (centres undefined),5.5%
N#Cc1ccccc1COC(=O)COc1ccc2c(c1)CCC2,15.4%
COc1cc(-c2nnc3n2C(C)(C)Cc2ccccc2-3)cc(OC)c1OC,20.5%
CCc1nc(-c2ccccc2)n2cc[nH]c(=O)c12,17.4%
Cc1nc2cc(F)cc(C(=O)NCC(C)N(C)c3ccccc3)c2nc1C (centres undefined),9.5%
Clc1ccc(-c2csc3ncnc(Sc4nnc(C5CC5)o4)c23)cc1,-22.8%
Cn1cccc1C(=O)N1CCCCC1c1nc(-c2cnccn2)n[nH]1 (centres undefined),-27.9%
O=S(=O)(CCSc1nnnn1C1CCCC1)c1cc(Cl)ccc1Cl,-13.6%
CC(C)c1ccc([S+](=O)([O-])c2nnn3c2nc(N2CCC(F)CC2)c2ccccc23)cc1,-43.5%[115 µM]
Clc1ccc(N2CCN(c3ncnc4nc[nH]c34)CC2)cc1Cl,21.2%
C[C@@H](NC(=O)c1cccnc1)c1c(-c2ccc(F)cc2)noc1C(=O)O,?
O=C1CC2(C(=O)Nc3c(Cl)cccc32)c2sc(C(=O)O)c(-c3ccccc3)c2N1 (centres undefined),-23.5%
CCN(C(=O)/C=C/c1cccs1)C1CCCCC1,18.5%
COc1cc(OC)c(NC(=O)CCNS(=O)(=O)c2ccc3c(c2)oc(=O)n3C)cc1Cl,-24.6%
COCCC1(N(C)C)CCN(C(=O)C2CC2)CC1,-14.5%
COCCOCC(=O)N1CCC2(CC1)CC(N(Cc1ccc(F)cc1)C1CC1)CCO2 (centres undefined),5.5%

# Two entries from above, with values ahead of the structure:
KDM5B inhibitor	structure
-24.6%	COc1cc(OC)c(NC(=O)CCNS(=O)(=O)c2ccc3c(c2)oc(=O)n3C)cc1Cl
-14.5%	COCCC1(N(C)C)CCN(C(=O)C2CC2)CC1

# Next part
mol,KDM5B inhibitor
CCCCCCOc1ccc(CNc2cccc3ccccc23)cc1,?
O=c1cc(-c2ccccc2F)oc2ccc(Br)cc12,11.9%
CN(CCc1noc(C2CC2)n1)C(=O)[C@H]1CNC[C@@H](C(=O)N2CCCC2)C1,110.0%[activator]
CC(C)c1noc(-c2cccn3c(CNC(=O)c4c(F)cccc4Cl)nnc23)n1,15.8µM*
CC(=O)N1CCN(C(=O)c2ccccc2N2CCOCC2)CC(O)C1 (centres undefined),6.9%
Cc1[nH]c2ccc(F)cc2c1CCNC(=S)NC(C)(C)C,17.1%
CCOc1ccc(CC(=O)NCCc2csc(-c3ccc(C)cc3)n2)cc1,?
CCCOc1ccc(C(=O)Nc2c(NC3CCCC3)c3ccccc3oc2=O)cc1,6.4%
CC(Sc1nnc(-c2cccs2)n1C1CC1)C(=O)NC(C)(C)C (centres undefined),-13.8%
CC1(C)Cc2c(c(N3CCOCC3)nc3sc(C(=O)Nc4cccc5ccccc45)c(N)c23)CO1,?
CC(C)NC(=O)c1ccc(Cl)c(Cl)c1,8.9%
O=C(CC1CC2CCC1C2)NCC12CC3CC(CC(C3)C1)C2 (centres undefined),22.1%
O=C1[C@@H]2C[C@@H](CN2C(=O)c2ccno2)Oc2ccccc2N1Cc1ccc(OC(F)(F)F)cc1,5.9%
CC(C)COc1ccc(CN)cc1,12.3%
C=CCN1CCN(C(=O)CCc2nc(C3CCCN3C(=O)NCC)no2)CC1 (centres undefined),1.9%
COCCNC(=O)NC(=O)CN(C)CCCc1ccccc1,10.2%
CCc1ccccc1NC(=O)c1cc(S(=O)(=O)N2CCc3ccccc32)ccc1F,-1.4%
COc1ccc(CCNC(=O)Cn2c(=O)n(-c3cc(F)ccc3F)c(=O)c3sccc32)cc1OC,29.1%
COc1cccc(NC(=O)c2cc3c(N(C)Cc4ccccc4)nc(C)cn3n2)c1,28.2µM*
Cc1ccc(C2Cn3nnc(C(=O)N4CCC(C(=O)NC(C)C)CC4)c3CO2)cc1 (centres undefined),-8.8%
CC(=O)C1=CCN(C)CC1,9.2%
O=C1N(Cc2ccccc2)C[C@H]2CN(Cc3cccs3)CCN12,-11.4%[86.2 µM]
COC[C@@H]1CN(C(=O)c2occc2C)C[C@H]1c1nc(C)no1,-18.1%
CC(C)(C)NC(=O)COC(=O)C(c1ccccc1)c1ccccc1,15.3%

# Structural class, those above containing a cyano group (three)
mol,KDM5B inhibitor
COc1cccc(-c2nc3c(C#N)c[nH]n3c2NC2CCCCC2)c1,-26.8%
CCN1C(=O)CCN(C(=O)c2cccc(C#N)c2)CC12CCOCC2,12.8%
N#Cc1ccccc1COC(=O)COc1ccc2c(c1)CCC2,15.4%

# Further structures follow.
mol,KDM5B inhibitor
N#Cc1ccccc1OCC(=O)NC12CC3CC(CC(C3)C1)C2,-7.7%
Cc1nn2c(c1-c1cccnc1N1CCOCC1)N(Cc1ccc3c(c1)CCO3)CCC2,25.1µM*
CN(C)C(=O)c1cccnc1OC1CCN(S(=O)(=O)c2cccc(C(F)(F)F)c2)C1 (centres undefined),9.6%
O=C(c1ccccc1)N1CC(Oc2ccc(F)cc2F)C1,-1.3%[149 µM]
CCCN(CCC)S(=O)(=O)c1ccc(C(=O)Nc2cccc(-c3nc4ccccc4[nH]3)c2)cc1,?
O=C(COc1ccc(F)cc1)N1CCN(c2cc(-c3ccccc3)[nH]n2)CC1,-30.0%
O=C(Cn1nnc(-c2cccc(C(F)(F)F)c2)n1)NNS(=O)(=O)c1cccc(C(F)(F)F)c1,1.4%
CCCS(=O)(=O)c1c(S(=O)(=O)CCC)c2cc(CC)ccn2c1C(=O)c1ccc(Cl)cc1,?
CCCCNC(=O)c1ccc2c(c1)N(C(=O)c1ccc(OC)cc1)CC2,-3.6%
CSc1ccc(C)c(C(=O)NCC2CC2)c1,-23.8%
O=C(NCc1ccc(F)cc1)C1CCN(S(=O)(=O)c2ccc(Cl)cc2)CC1,-5.3%
CNC(=O)Nc1ccc(C2(C(=O)NC(C)C)CCC2)cc1,-6.9%
Cc1cccc(-n2c(-c3ccco3)nc3c(cnn3-c3ccc(F)cc3)c2=O)c1,?
Cn1c(=O)[nH]c(=O)c2c1nc(N/N=C/c1ccncc1)n2Cc1ccc(F)cc1,-6.8%
COc1ccc(S(=O)(=O)NCC(c2ccco2)S(=O)(=O)c2cccs2)cc1F (centres undefined),-21.4%
O=C1c2c(nc(CNCc3cccc(Cl)c3)n2Cc2ccccc2)NCCN1CCOc1ccccc1,?
COCCn1c(SCc2ccc(OC)c(F)c2)nnc1-c1cccc(C)c1,8.6%
CN1C(=O)C(CC(=O)NCC2CCCCC2)Sc2ncccc21 (centres undefined),16.0%
O=S(=O)(c1cccc(F)c1)N1CCC(OC2CCN(Cc3ccccc3)CC2)CC1,-10.9%
Cc1ccc(-n2nc3c(N4CCC(C(=O)N(C)Cc5ccccc5)CC4)nnc(C)c3c2C)cc1,-10.2%
COc1cccc(C2CC(=O)N(c3ccccc3)C3=C2C(=O)OC3)c1OC (centres undefined),0.2%
Cc1ccccc1Nc1c(-c2ccsc2)nc2c(C)cccn12,?
Cc1ccc(NS(=O)(=O)c2cccc(Cl)c2Cl)cc1S(=O)(=O)N1CCCCC1,5.9%
CNC(=O)C(C)N(C)C(=O)c1coc(COc2ccc3ccc(OC)cc3c2)n1 (centres undefined),-8.8%
CN1C(=O)CC[C@]2(C(=O)NC3CC3)CCCC[C@@H]12,-2.2%
COc1ccc(NC(=O)N[C@H]2[C@H](O)[C@@H](Sc3ccccc3)[C@@H]3OC[C@H]2O3)cc1,?
CC(=O)N1CC2(CCCN(C3CCCCC3)C2)Cc2ccccc21 (centres undefined),-14.0%[149 µM]
Cc1ccc(-n2ncc3c(NCCC4=CCCCC4)ncnc32)cc1C,-19.8%
Cc1ccc(/C=N/Nc2ccc(S(=O)(=O)Nc3ccccc3C(=O)O)cc2[N+](=O)[O-])o1,-3.2%
O=C(NC(C(=O)N1CCCCC1)C1CCN(C(=O)c2cccs2)CC1)c1ccc2c(c1)OCO2 (centres undefined),-4.9%
O=C(NNS(=O)(=O)c1ccccc1Cl)c1nn(-c2ccc(F)cc2)ccc1=O,16.0%
CC(C)CN1C[C@@H](C(=O)O)C[C@@H](C(=O)Nc2ccc(F)cc2)C1,-11.3%
COc1ccc(C(=O)N2CCC(C(=O)N3CCCCCCNC(=O)CC3)CC2)c(OC)n1,16.8%
CN(CCc1ccccn1)C(=O)COc1ccc(NC(=O)C2CC2)cn1,23.8%
Oc1ccccc1CNC[C@H]1O[C@H](Cc2cc(CN3CCCCC3)on2)CC[C@@H]1O,205.2%[activator][86.2 µM]
CC(C)=NNC(=O)c1c(O)c2ccccc2[nH]c1=O,?
Cc1cccc(CNC(=O)CSc2nc3nc[nH]c3c(=O)[nH]2)c1,-15.5%
Cc1ccc2oc(C(=O)Nc3ccccc3Cl)cc(=O)c2c1,20.8%
CCN(C(=O)CSc1cc(C)c2ccccc2n1)C1CCS(=O)(=O)C1 (centres undefined),15.9%
CCn1nc(C(=O)OCCOc2ccc(OC)cc2)c2ccccc2c1=O,-9.4%
COc1ccc(NC(=O)CCC2CCCN(C(=O)c3csc(C(C)=O)c3)C2)cc1Cl (centres undefined),17.4%
CCCCOc1ccc(C(=O)Nc2cc(-c3ccc(C)cc3)no2)cc1,4.6%
CCOc1ccc(C(=O)N(Cc2sccc2C)C2CCS(=O)(=O)C2)cc1 (centres undefined),-27.8%
Cc1cc(N2C(=O)C(O)=C(C(=O)c3cc4ccccc4o3)C2c2ccc(OC(C)C)cc2)no1 (centres undefined),?
CCOc1ccccc1NC(=O)CSc1ccc2nc(-c3ccccc3)cn2n1,?
